# UPR XBP1 act – activators of adaptive arm of unfolded protein response (XBP1). AID 463104. actives 0.33% (n = 330,000). activation, % at 20 µM. CHO-XBP1 luciferase reporter, IRE1-XBP1 UPR activation, luminescence; percent of tunicamycin response, DMSO as zero;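 active = versus positive control, 20 µM dose yields 30% or more activation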;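 also: 100% = tunicamycin at 10 µg/mL and 0% = DMSO only wells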
#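 Material: CHO cell line with stable XBP1 luciferase reporter; buffer or medium: F12 medium containing 10% fetal bovine serum; compound: single point, 20 µM final compound, 1% DMSO; incubation: 6 h treatment, 37 °C; measured by: glow luminescence from Steady-Glo reagent; evaluation: activation, % of tunicamycin; control set: tunicamycin high, DMSO low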
# CXCR6 block – CXCR6 (human) receptor inhibition; O00574; CHO-K1 PathHunter CXCR6 beta-arrestin, luminescence; inhibition, % at 20 µM; actives 0.36% (n = 360,000); in the data active = inhibition above about 34%, passing the limit was not always enough;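 also: antagonist mode with CXCL16 agonist at 10 nM final; 0% = 10 nM CXCL16 with DMSO and 100% = unstimulated wells without agonist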
# EBI2 antag – EBI2 (human) antagonism. P32249. inhibition, % at 5 µM. actives 0.81% (n = 360,000). AID 651636. EBI2 beta-arrestin recruitment, luminescence, 7a,25-OHC stimulated; in the data active = inhibition above about 38%;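 also: enzyme fragment complementation signal reports receptor beta-arrestin coupling in cells; 0% = agonist plus DMSO wells and 100% = wells without agonist; some results beyond the cut were filed as inactive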
# tim23-1 inh – tim23-1 yeast growth inhibition. AID 463212. S. cerevisiae tim23-1 growth, BacTiter-Glo luminescence, 24 h. inhibition, % at 20 µM. actives 1.3% (n = 330,000);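 active = growth inhibition of the mutant yeast at or above 50%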;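 also: temperature-sensitive mutant grown at 25 °C; plate controls were DMSO-treated mutant yeast for no effect and medium wells lacking yeast for full effect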
# APJ agonist – activates the human apelin receptor APJ; CHO-K1 APJ PathHunter beta-arrestin, luminescence; 0% DMSO wells, 100% apelin; activation, % at 20 µM; actives 0.11% (n = 330,000);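 active = activation more than six SD over the plate average, tested at 20 µM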;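 also: 0% = DMSO alone and 100% = apelin-13 at 10 nM; some results filed as inactive read as strong as hits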
#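 system = engineered CHO-K1 APJ arrestin reporter cells | input = 1000 cells per well | timing = overnight seeding, 90 min compound at 25 °C, 1 h detection | measured by = enzyme-fragment complementation luminescence | read-out = beta-arrestin recruitment to APJ as agonist activity, luminescent signal | control set = negative DMSO alone, positive Apelin-13 at 10 nM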
# CHOP UPR activ – apoptotic UPR (CHOP) activation | CHO-CHOP luciferase reporter, luminescence; percent of tunicamycin response over DMSO baseline | activation, % at 10 µM | actives 0.34% (n = 330,000) | AID 449763;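 active = at 10 µM dose, activation of 40% or more, normalized to positive control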;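 also: 100% = tunicamycin at 10 µg/mL and 0% = DMSO alone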
#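 Evaluation: % reporter activation, DMSO baseline versus tunicamycin full activation; System: CHO-CHOP luciferase reporter cell line; Input: 500 cells/well; Incubation: 6 h compound treatment, 37 °C; Measured by: Steady-Glo luciferase luminescence; Dosing: one dose, 10 µM in 0.5% DMSO; Buffer or medium: F12 medium, 10% FBS; Benchmarks: positive tunicamycin 10 µg/mL, negative DMSO alone.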
# Mdm2-MdmX inh – inhibitors of human Mdm2/MdmX interaction; actives 3% (n = 330,000); inhibition, % at 8 µM; SaOS-2 split-luciferase Mdm2/MdmX complementation, luminescence; O15151+Q00987; AID 485346;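 active = inhibition of at least 50% at 8 µM in the primary screen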
# Target sequence (O15151 whole entry, looked up): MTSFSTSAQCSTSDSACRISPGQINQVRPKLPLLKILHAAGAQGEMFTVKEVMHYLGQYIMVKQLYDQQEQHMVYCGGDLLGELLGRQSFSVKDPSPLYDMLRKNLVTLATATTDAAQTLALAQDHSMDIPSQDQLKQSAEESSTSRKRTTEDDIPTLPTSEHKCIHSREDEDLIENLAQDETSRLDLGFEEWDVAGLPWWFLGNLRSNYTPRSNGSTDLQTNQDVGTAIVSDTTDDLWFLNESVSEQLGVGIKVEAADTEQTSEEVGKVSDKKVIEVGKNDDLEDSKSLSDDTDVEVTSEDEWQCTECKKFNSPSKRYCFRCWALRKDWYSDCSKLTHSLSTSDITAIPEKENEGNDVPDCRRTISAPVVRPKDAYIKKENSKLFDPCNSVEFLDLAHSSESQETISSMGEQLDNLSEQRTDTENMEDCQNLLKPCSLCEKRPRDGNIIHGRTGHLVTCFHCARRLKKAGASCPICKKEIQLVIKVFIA
# Target sequence (Q00987 whole entry, looked up): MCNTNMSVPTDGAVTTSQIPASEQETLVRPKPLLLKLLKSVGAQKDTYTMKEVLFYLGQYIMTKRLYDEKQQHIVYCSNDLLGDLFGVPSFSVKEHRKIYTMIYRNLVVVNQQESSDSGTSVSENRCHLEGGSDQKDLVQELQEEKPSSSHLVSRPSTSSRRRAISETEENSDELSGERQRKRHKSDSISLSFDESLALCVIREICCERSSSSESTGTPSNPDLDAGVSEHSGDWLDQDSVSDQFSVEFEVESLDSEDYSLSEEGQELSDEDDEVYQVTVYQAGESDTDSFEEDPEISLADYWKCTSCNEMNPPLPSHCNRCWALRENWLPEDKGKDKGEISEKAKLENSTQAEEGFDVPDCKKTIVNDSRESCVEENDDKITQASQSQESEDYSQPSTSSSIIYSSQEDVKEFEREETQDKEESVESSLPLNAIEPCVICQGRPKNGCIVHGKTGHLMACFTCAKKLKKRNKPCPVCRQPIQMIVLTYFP
# APJ antag – blocks the human apelin receptor APJ | P35414 | CHO-K1 APJ beta-arrestin complementation, luminescence | inhibition, % at 20 µM | actives 0.32% (n = 330,000) | AID 2521;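 active = inhibition above about 40% at 20 µM, limit read from the data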;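 also: cells challenged with 10 nM apelin-13 agonist together with compound; plate controls were apelin-13 plus DMSO wells for no effect and DMSO wells lacking apelin-13 for full effect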
# CCR6 antag – antagonists of human CCR6 receptor; P51684; CHO-K1 CCR6 PathHunter beta-arrestin, luminescence, CCL20-stimulated; inhibition, % at 20 µM; actives 0.49% (n = 340,000); AID 493098;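 active = compounds whose inhibition of the agonist-driven luminescence signal at 20 µM reaches about 50%, limit read from the data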;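 also: cells stimulated with CCL20 at 14 nM final; plate controls were DMSO with CCL20 for no effect and DMSO without agonist for full effect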
# * marks the source's active call; other numbers are inactive results; x = not tested or not shown.
no.	SMILES	UPR XBP1 act	CXCR6 block	EBI2 antag	tim23-1 inh	APJ agonist	CHOP UPR activ	Mdm2-MdmX inh	APJ antag	CCR6 antag
1	Cc1c(OC(C)C(=O)NCC2CCC(C(=O)O)CC2)ccc2c1oc(=O)c1ccccc12 (stereo not given)	-1.7	1.4	3.7	2.9	-3.2	0.1	11.4	17.5	-8.9
2	Cc1ccc(-n2c([C@@H]3C[C@H]3c3ccccc3)n[nH]c2=S)cc1	-1.0	-13.9	-6.0	29.9	0.9	4.6	10.5	9.6	0.6
3	COc1cc(OC)c(C2=NOC(C(=O)NCc3ccc4c(c3)OCO4)C2)cc1Cl (stereo not given)	-0.5	-6.0	-0.9	27.4	-2.3	-2.8	40.9	-19.1	-4.9
4	C=CCOc1ccc(CNc2nn[nH]n2)cc1OC	10.1	-15.9	-4.1	-6.5	-3.0	1.5	-12.0	7.1	11.1
5	CC(=O)C1C(c2ccco2)c2c(noc2C)CC1(C)O (stereo not given)	0.1	4.3	-6.6	4.4	-4.3	-0.3	19.9	-12.6	5.7
6	CCN(CC(=O)Nc1ccc2c(c1)OCCO2)C(=O)c1ccc(CS(C)(=O)=O)cc1	-2.8	0.9	2.0	-5.4	1.3	1.0	-12.6	-8.0	-3.1
7	O=C(CCOc1ccccc1)Nc1ccnn1C1CCN(Cc2ccccc2)CC1	-4.5	5.0	-4.2	3.4	3.8	-1.0	-13.3	23.6	16.1
8	NS(=O)(=O)c1ccc(CCNC(=O)CCCOc2ccccc2)cc1	-0.5	-1.4	-13.3	5.5	-1.9	1.4	31.3	3.4	10.2
9	CCOC(=O)N1CCN(S(=O)(=O)c2ccc(C(=O)Nc3nc4c(s3)CC(C)CC4)cc2)CC1 (stereo not given)	61.9*	1.6	-26.5	-14.7	-1.2	63.7*	77.6*	-3.4	3.5
10	CCCCn1c(N)c(N(CC(C)C)C(=O)C2CCC2)c(=O)[nH]c1=O	-1.1	0.8	3.5	5.4	-1.6	0.0	-15.2	7.6	1.5
11	CC(C)C(=O)Nc1ccc(C(=O)NNC(=O)C(c2ccccc2)c2ccccc2)cc1	-1.7	4.3	-1.3	6.8	-2.5	1.9	-11.7	-9.7	0.4
12	c1nc2n(n1)C1=C(CCCC1)C1(CCCCC1)N2	3.1	1.4	4.4	-93.9	-4.5	-1.5	2.1	9.5	-3.2
13	CC[C@H](C)[C@@H](C(=O)NCCCCCCCCCCC(=O)N1CCNCC1)n1cc(CCCCCN)nn1	-3.9	-4.9	-18.4	12.1	2.2	-2.6	0.5	10.7	14.6
14	CC1CCC(NC(=O)COC(=O)CCC(=O)c2ccc(Cl)s2)CC1 (stereo not given)	-2.8	-7.3	-0.1	16.8	4.1	-1.4	21.1	1.4	10.7
15	CCC/C(=N/Nc1ccc(Cl)cc1)c1cnnc(-c2ccccc2)n1	66.3*	x	x	6.2	3.2	19.3	29.5	22.2	4.2

# Among those listed so far, these have sulfur.
no.	SMILES	UPR XBP1 act	CXCR6 block	EBI2 antag	tim23-1 inh	APJ agonist	CHOP UPR activ	Mdm2-MdmX inh	APJ antag	CCR6 antag
2	Cc1ccc(-n2c([C@@H]3C[C@H]3c3ccccc3)n[nH]c2=S)cc1	-1.0	-13.9	-6.0	29.9	0.9	4.6	10.5	9.6	0.6
6	CCN(CC(=O)Nc1ccc2c(c1)OCCO2)C(=O)c1ccc(CS(C)(=O)=O)cc1	-2.8	0.9	2.0	-5.4	1.3	1.0	-12.6	-8.0	-3.1
8	NS(=O)(=O)c1ccc(CCNC(=O)CCCOc2ccccc2)cc1	-0.5	-1.4	-13.3	5.5	-1.9	1.4	31.3	3.4	10.2
9	CCOC(=O)N1CCN(S(=O)(=O)c2ccc(C(=O)Nc3nc4c(s3)CC(C)CC4)cc2)CC1 (stereo not given)	61.9*	1.6	-26.5	-14.7	-1.2	63.7*	77.6*	-3.4	3.5
14	CC1CCC(NC(=O)COC(=O)CCC(=O)c2ccc(Cl)s2)CC1 (stereo not given)	-2.8	-7.3	-0.1	16.8	4.1	-1.4	21.1	1.4	10.7

# Additional results follow:
no.	SMILES	UPR XBP1 act	CXCR6 block	EBI2 antag	tim23-1 inh	APJ agonist	CHOP UPR activ	Mdm2-MdmX inh	APJ antag	CCR6 antag
16	O=C(C1CCCCC1)N(Cc1ccccc1)c1ccccn1	-1.5	8.7	-3.1	22.1	2.1	-1.3	-5.2	17.1	15.4
17	CSc1nc2ncc(C#N)cn2n1	-1.8	-3.2	0.5	11.5	2.2	0.6	-15.7	-2.1	2.9
18	COc1ccc(C)cc1NC(=O)c1ccc(NS(=O)(=O)c2cccs2)cc1	-2.4	-1.5	2.9	35.6	-2.4	-1.4	7.8	-3.8	10.1
19	CCOc1ccccc1NC(=O)C1CCCN(C(=O)Nc2ccccc2)C1 (stereo not given)	-0.7	1.5	2.7	10.6	2.7	0.7	-32.0	-4.9	7.3
20	O=C(Nc1cccc(S(=O)(=O)Nc2ccc(Cl)cc2)c1)c1ccc[n+]([O-])c1	-1.3	-2.3	-4.7	-7.8	-3.6	-0.6	-5.1	6.5	6.0
21	O=C(CSc1nnc(-c2cccnc2)n1CCN1CCCCC1)Nc1cccc(Cl)c1	-1.1	-3.4	-13.2	10.0	1.5	0.2	20.4	-18.5	9.2
22	COc1ccc(O)c(C(=O)c2cnn(S(=O)(=O)c3ccc(C)cc3)c2)c1	0.9	0.3	-17.5	52.4*	-1.6	-1.4	31.1	-9.6	9.1
23	CC(C)NC(=O)c1onc(CSc2cccc3ccccc23)c1C(=O)O	-1.5	3.2	-0.7	0.1	-1.0	0.2	18.0	-6.5	18.0
24	CCCNC(=O)c1ccccc1N1CCN(CCCCN2C(=O)C3CCCCN3C2=O)CC1 (stereo not given)	-3.9	6.6	-4.0	-0.9	-3.5	-0.1	13.4	15.1	15.3
25	COc1ccc(C(=O)C[n+]2ccc3c(c2)nc(-c2cc(OC)c(OC)cc2OC)n3C)cc1	2.2	4.2	-3.7	-1.7	-1.9	-1.0	16.0	10.7	-2.4
26	Cc1onc(-c2c(F)cccc2Cl)c1C(=O)N1C=CC(C(F)(F)F)=NCC1	-1.2	-0.6	11.8	25.7	-1.9	0.2	25.1	-7.8	24.8
27	CC1(C)CC(=O)C2(CC3=C(CC(C)(C)CC3=O)O2)C(=O)C1	-1.3	-6.6	-15.6	5.8	-0.3	-1.3	-3.2	0.4	2.9
28	O=C(Nc1ccc2c(c1)OCO2)C1CCN(C(=O)c2ccc(Br)cc2)CC1	-3.5	5.9	5.8	11.8	-5.1	4.0	-40.1	6.1	10.5
29	CC(=O)Nc1ccc(C(=O)NCCCOC(C)C)cc1	0.2	3.5	-6.8	-3.3	-2.6	4.0	2.3	8.7	0.6
30	Cc1ccc(C(C(=O)NC(C)(C)C)N(C(=O)CCC(=O)Nc2ccccn2)c2ccccc2F)cc1 (stereo not given)	-3.5	3.2	14.7	24.3	-2.6	1.4	5.6	-3.9	0.2
31	CC(C)(C)c1ccc(C(=O)NCC(=O)OCC(=O)Nc2ccc3c(c2)OCCO3)cc1	1.2	2.6	-6.8	16.7	-0.9	-0.1	0.1	7.0	1.2
32	Cc1nnc(SCC(=O)N(C2CCCCC2)C2CCS(=O)(=O)C2)n1N (stereo not given)	1.4	3.5	-15.0	10.1	-1.8	-0.5	4.6	12.9	-3.0
33	O=C(N[C@H](C(=O)O)c1ccccc1)C1CCC(Cn2cnc3ccccc3c2=O)CC1 (stereo not given in full)	-1.5	-5.6	-10.1	6.8	-1.5	2.4	22.3	1.5	-3.6
34	Cn1c(O)c(N=NC(=O)C2COc3ccccc3O2)c2ccccc21 (stereo not given)	-0.5	-0.5	7.6	39.3	0.9	-2.1	9.1	-29.6	-8.1
35	COc1ccc(-c2ccc(=O)n(Cc3cccc([N+](=O)[O-])c3)n2)cc1	-1.1	-1.8	3.5	31.7	1.3	1.7	9.1	-8.1	1.5
36	c1ccc(OCCSc2ncnc3nc[nH]c23)cc1	-0.3	-4.0	3.9	-8.3	2.3	0.2	17.7	5.9	0.3
37	C#CCOCCOCCOCCNc1nc(N2CCN(C(=O)[C@H](CCC(=O)O)n3cc(C(N)CC(C)C)nn3)CC2)nc(N2CCN(C(=O)[C@H](CCC(=O)O)n3cc(C(N)CC(C)C)nn3)CC2)n1 (stereo not given in full)	2.7	-0.4	7.0	-8.0	1.3	1.6	12.1	-24.5	4.9
38	Cc1ccccc1Nc1nnc(SCC(=O)N(C)C2CCS(=O)(=O)C2)s1 (stereo not given)	-1.5	-5.8	-7.7	13.0	1.5	3.7	5.5	-2.7	-3.8
39	CCN(CC)C(=O)N1CCN(Cc2ccc3c(c2)OCO3)CC1	3.0	-0.8	0.5	11.0	2.4	-0.5	-2.4	1.3	15.1
40	O=C(O)c1ccc(/C=N/NC(=O)c2cc(-c3cccs3)nc3ccccc23)cc1	-2.5	7.6	2.2	17.4	-2.0	1.8	14.7	5.2	21.6
41	Cc1nc2nc[nH]n2c(=O)c1NS(=O)(=O)c1ccc(F)cc1	-3.1	-2.5	10.0	-3.2	-0.9	-1.5	-21.0	-7.9	14.2
42	CC(C)(C)S(=O)(=O)/C(C#N)=N/Nc1ccc(S(C)(=O)=O)cc1	-5.4	7.6	1.0	-1.0	-5.9	0.9	8.7	17.2	15.4
43	Cc1ccc(C2CC(C(F)F)n3ncc(C(=O)Nc4cnn(Cc5ccccc5C)c4)c3N2)cc1 (stereo not given)	-8.7	4.6	25.8	15.8	3.3	2.5	28.9	10.3	3.2
44	O=S(=O)(N=C(NS(=O)(=O)c1ccc(Cl)cc1)c1ccccc1)c1ccc(Cl)cc1	-1.4	3.4	-1.3	15.9	-6.7	1.1	27.1	-2.8	-2.5
45	Cc1cc(/C=N/NC(=O)c2ccsc2)c(C)n1-c1cnccn1	2.0	-4.3	-8.6	3.0	-2.1	2.0	-3.2	14.6	7.3
46	COc1ccc2nc(NC(=O)C(NS(=O)(=O)c3cccc4nsnc34)C(C)C)sc2c1 (stereo not given)	-2.6	11.6	12.8	9.3	-1.4	1.7	-9.3	-0.2	19.7
47	CCc1cccc(NC(=O)C2CCCN2S(=O)(=O)c2cccc3cccnc23)c1 (stereo not given)	-0.6	1.1	-2.4	43.8	-4.7	-0.3	33.7	26.2	26.1
48	O=C(Nc1nnc(-c2cccnc2)o1)c1cccc([N+](=O)[O-])c1	-0.3	x	x	-11.7	0.3	1.9	9.2	14.5	x

# Bioassay records deposited in PubChem by Sanford-Burnham Center for Chemical Genomics.

# The list is partial; count on the stated rates, not on these rows.
